# MEP2 TOR yeast – modulators of MEP2-GFP levels in yeast, primary screen, S. cerevisiae, multiplex flow cytometry, MLPCN library; 0.51% of 330,000 active; GFP response vs DMSO, % at 10 µM; S. cerevisiae MEP2-GFP strain, 3 h; 100% = DMSO control level;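 active = GFP response versus DMSO above a set limit, roughly screen mean plus 3 SD, cut at about 180% in these data; inconclusive = fewer than 70 cells counted for a yeast strain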;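 also: median GFP fluorescence of the barcode-gated MEP2-GFP cells per well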
# JMJD2C inh – inhibitors of GASC-1 histone demethylase, primary screen, biochemical, fluorescence, DELFIA europium. Lysine-specific demethylase 4C (Homo sapiens), Q9H3R0. GST-JMJD2C(1-420) H3K9me3 demethylation. inhibition, % at 2.35 µM. 0.069% of 330,000 active. AID 2099, 2009;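 active = more than half of a compound's replicate wells show inhibition beyond 50%, single wells judged on their own value; inconclusive = some, but no more than half, of replicates pass 50% inhibition; inactive = no replicate passes 50% inhibition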;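 also: signal counts dimethyl H3K9 product captured on neutravidin plate; 0% = median of DMSO wells and 100% = 0.3 times that DMSO median; strong numbers were not always called active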
# Target sequence (Q9H3R0 1-420 limits assumed): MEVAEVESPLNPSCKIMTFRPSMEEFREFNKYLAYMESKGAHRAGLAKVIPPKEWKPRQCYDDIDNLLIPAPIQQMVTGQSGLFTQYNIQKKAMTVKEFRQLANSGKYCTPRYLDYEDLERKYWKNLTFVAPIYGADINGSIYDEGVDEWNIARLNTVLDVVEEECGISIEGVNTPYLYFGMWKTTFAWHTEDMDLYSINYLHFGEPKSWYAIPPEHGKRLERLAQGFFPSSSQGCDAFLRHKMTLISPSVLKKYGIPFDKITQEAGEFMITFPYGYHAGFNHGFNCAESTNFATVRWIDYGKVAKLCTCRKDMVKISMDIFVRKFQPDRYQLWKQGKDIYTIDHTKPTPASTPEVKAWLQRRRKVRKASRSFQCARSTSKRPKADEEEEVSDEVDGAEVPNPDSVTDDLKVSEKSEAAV
# LAP4 TOR yeast – modulators of LAP4-GFP expression in yeast, primary screen, S. cerevisiae, multiplex flow cytometry, MLPCN library | 3 h; median GFP as percent of DMSO wells | GFP response vs DMSO, % at 10 µM | 0.34% of 320,000 active | AID 2023, 2009;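 active = GFP response vs DMSO above a set limit, about the screen mean plus 3 SD, cut at about 150% in these data; inconclusive = under 70 cell events counted for the yeast strain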
# proCasp7 act – procaspase-7 activators, primary screen, counter-screen for procaspase-3 activator project, biochemical, absorbance, HTS, human. recombinant procaspase-7, Ac-DEVD-pNA absorbance 405 nm; D23A/D198A/D206A triple mutant, cannot self-cleave; scale: DMSO 0, 5 µM enzyme 100. activation, % at 8.5 µM. 0.093% of 330,000 active. AID 463210, 2010;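 active = percent activation above the screen-wide mean plus 3 SD, cut at about 25% in these data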
# Target sequence (P55210 whole entry D23A/D198A/D206A): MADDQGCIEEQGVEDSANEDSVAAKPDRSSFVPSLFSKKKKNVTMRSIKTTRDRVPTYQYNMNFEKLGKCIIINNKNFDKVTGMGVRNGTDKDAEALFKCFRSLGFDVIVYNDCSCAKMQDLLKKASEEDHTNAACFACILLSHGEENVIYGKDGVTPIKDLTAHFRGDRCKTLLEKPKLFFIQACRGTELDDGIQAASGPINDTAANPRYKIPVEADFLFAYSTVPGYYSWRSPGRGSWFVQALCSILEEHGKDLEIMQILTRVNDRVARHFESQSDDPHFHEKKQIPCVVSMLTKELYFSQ
#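 Detection: p-Nitroaniline absorbance at 405 nm, read at 0 and 120 min; system: Uncleavable procaspase-7 mutant enzyme; evaluation: % activation from two-timepoint absorbance difference, scaled to controls; times: 1 h enzyme–compound preincubation and 2 h substrate reaction, both 25 °C; buffer or medium: Zinc-free HEPES pH 7.4 with 300 mM NaCl, 0.01% Triton X-100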
# CR mimetic SO – reduction of superoxide in aged yeast, primary screen, HTS; superoxide response (% of plate mean), % at 10 µM; S. cerevisiae aged cells, superoxide DHE fluorescence; stronger effect = lower value; AID 2690, 2010; 0.18% of 330,000 active;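 active = superoxide response under a set limit, about three screen SD below normal, cut at about 65% in these data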;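 also: yeast aged for seven days with compound at 30 °C before DHE staining; 100% = average MFI of all compound-treated wells on the plate with controls excluded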
# AHR act – AHR activators, primary screen, cell-based, luminescence, luciferase reporter, human; Aryl hydrocarbon receptor (Homo sapiens), P35869; AHR-responsive luciferase reporter cells; activation, % at 5 µM; 2.5% of 320,000 active; in the data active = activation above about 47%;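 also: 0% = vehicle wells and 100% = reference agonist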
# RPL19A TOR yeast – RPL19A-GFP expression modulators in yeast, primary screen, cell-based, S. cerevisiae, multiplex flow cytometry, MLPCN; AID 2025, 2009; S. cerevisiae RPL19A-GFP strain, 3 h; stronger effect = lower value; percent response vs DMSO, % at 10 µM; 0.3% of 330,000 active;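 active = percent response vs DMSO below 50%; inconclusive = fewer than 70 events counted for the yeast strain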;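 also: median channel GFP fluorescence of the barcoded RPL19A-GFP strain; ratio of sample median GFP to plate DMSO average so 100% = DMSO; lower means less RPL19A-GFP as with rapamycin TOR inhibition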
# proCasp3 act – activators of human procaspase-3 D3A mutant, primary screen, biochemical, absorbance, PC-3 D3A mutant, single concentration | recombinant procaspase-3 D3A, Ac-DEVD-pNA absorbance 405 nm | 0.11% of 330,000 active | Caspase-3 (Homo sapiens), P42574 | activation, % at 8.5 µM;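 active = activation above the mean of all tested compounds plus 3 SD, cut at about 21% in these data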;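 also: 0% = DMSO alone and 100% = DMSO wells spiked with extra 5 µM PC-3 D3A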
# Target sequence (P42574 whole entry D9A/D28A/D175A): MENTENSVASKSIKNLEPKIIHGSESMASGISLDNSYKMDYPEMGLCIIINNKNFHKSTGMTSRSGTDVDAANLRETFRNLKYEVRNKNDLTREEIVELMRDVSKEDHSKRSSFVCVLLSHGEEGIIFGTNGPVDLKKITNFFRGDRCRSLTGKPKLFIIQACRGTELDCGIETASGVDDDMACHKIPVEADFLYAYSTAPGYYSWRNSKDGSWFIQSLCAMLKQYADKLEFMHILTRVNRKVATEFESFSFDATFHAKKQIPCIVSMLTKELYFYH
#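 Compound: 8.5 µM single point, 0.8% DMSO / Material: Autoprocessing-dead procaspase-3 D3A mutant enzyme / Timing: 1 h preincubation plus 2 h reaction at 25 °C / Medium: Zinc-free HEPES/NaCl buffer with 0.01% Triton X-100 at pH 7.4 / Technique: 405 nm absorbance of p-nitroaniline, reads at 0 and 120 min / Repeats: one well per compound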
# Starred values were filed as active, the others as inactive; i = inactive; ? = inconclusive; . = no result given; & = joins results of further samples.
Molecule	MEP2 TOR yeast	JMJD2C inh	LAP4 TOR yeast	proCasp7 act	CR mimetic SO	AHR act	RPL19A TOR yeast	proCasp3 act
NS(=O)(=O)c1cccc(NC(=O)c2cccc3c(Br)cccc23)c1	106	5	100	-8	97	0	107	3
CCOC(=O)c1c[nH]c2c(C)cc(C)cc2c1=O	95	6	101	-1	129	2	99	-5
N#CC1(NC(=O)COc2cccnc2[N+](=O)[O-])CCCCC1	104	0	100	10	154	0	98	6
CCOC(=O)c1cnc(SCC(=O)Nc2cc(C(F)(F)F)ccc2N2CCOCC2)nc1N	102	0&0	98	-5	100	3	97	-1
CC(=O)N1CCN(S(=O)(=O)c2cccc(C(=O)NNC(=O)Cn3ccc(C(F)(F)F)n3)c2)CC1	110	-10	106	10	114	4	101	6
O=C(CCc1nnc2n(Cc3ccccc3Cl)c(=O)c3ccccc3n12)NCCCN1CCOCC1	98	0	84	0	107	1	92	4
COc1ccc(F)cc1S(=O)(=O)NCC(c1ccco1)N1CCc2ccccc2C1 (stereo not given)	98	.	109	6	96	3	100	5
O=C(Nc1cccc2ccccc12)c1cnsn1	104	3	79	13	117	7	99	-10
COC(C(=O)NC(C(C)C)C(C)C)c1ccccc1 (stereo not given)	106	-13	103	-6	99	-2	104	-7
COc1ccc(NC(=O)c2cccc3cccnc23)cc1S(N)(=O)=O	104	-11	92	5	87	-3	100	-2
Cc1ccnc(NC(=O)CCc2c(C)nc3ncnn3c2C)c1	91	-7	89	1	67	-2	84	11
O=C(c1ccccc1)c1cccc(NC(=O)c2ccc(Br)o2)c1	96	-1	97	-5	93	8	99	4
COc1ccc(C)cc1NC(=O)c1ccccc1N(C)S(=O)(=O)c1ccccc1	108	-5	88	11	103	2	96	-7
CCc1ccc(-c2cc3c(=O)n(CC(=O)NCCCN4CCC(Cc5ccccc5)CC4)nc(C)n3n2)cc1	108	-15	108	12	128	2	106	0
COCc1c(C(=O)Nc2ccc(Cl)cc2F)oc2ccccc12	107	-15	105	-1	101	71*	97	2
CC(C(=O)Nc1ccc(C(=O)O)c(O)c1)N1C(=O)/C(=C\c2ccco2)SC1=S (stereo not given)	102	19	96	-12	83	1	95	-5
Cc1cc(Cl)ccc1NC(=O)CN1C(=O)C(=O)N(C2CCCC2)C1=O	107	-3	103	11	96	1	102	9
Cc1nc2ccc(C(=O)O)cc2c2c1CC(C)S2 (stereo not given)	101	1	105	14	110	1	99	5
O=S(=O)(c1cnc[nH]1)N1CCCCCC1	105	-5	96	8	98	0	104	7
Cc1ccc(Nc2cc(C(=O)NCCCN3CCOCC3)c3ccccc3n2)c(C)c1	102	-4	93	-7	89	3	109	9
CCOc1cc(/C=N/NC(=O)c2ccccn2)ccc1OC(=O)c1cccs1	98	1	84	-3	82	25	101	-8
COc1ccc(Cl)cc1NC(=O)CN(C)C(=O)c1ccc(N2CCCCCC2)c([N+](=O)[O-])c1	98	0	108	8	85	2	100	-10
c1ccc(-c2cnnc(-c3ccccn3)n2)cc1	99	8	114	2	103	-4	107	9
O=C(c1cccc(Cl)c1)C1CCCN(C(=O)c2ccoc2)C1 (stereo not given)	102	1	99	-4	98	3	104	4
O=C(Nc1ccccc1)OCCOc1ccccc1	104	1	114	-1	91	-2	98	4
CC(Sc1ncn[nH]1)C(=O)Nc1cc(C(F)(F)F)ccc1Cl (stereo not given)	98	3	100	2	101	-1	96	4
COc1ccc(/C(O)=C2/C(=O)C(=O)N(CCCN3CCOCC3)C2c2ccc(C(C)C)cc2)cc1 (stereo not given)	110	-2	97	.	104	.	105	.
CCN1C(=O)c2cccc3c(S(=O)(=O)Nc4nc(C)cs4)ccc1c23	108	10	107	6	101	2	104	-9
COC(=O)NCc1ccc(Cl)c(Cl)c1	87	-6	100	1	86	-1	91	-5
CC(C)NC(=O)N1CCCN(c2nc3ccc(Cl)cc3s2)CC1	97	-6	104	3	91	2	97	12
CCN(CC)S(=O)(=O)c1ccc(NC(=O)CSc2cccc[n+]2[O-])cc1	105	-3	108	14	124	3	100	-1
Fc1cccc(F)c1/C=N/N1CCOCC1	103	37	96	9	97	-3	108	3
Cc1cc(NC(=O)CS(=O)CC(=O)Nc2c(C)cccc2C)ccc1-n1cnnn1 (stereo not given)	103	-15	96	9	100	1	102	-2
CCc1cc(C(=O)N2CCCC(C(=O)c3ccc(Cl)cc3)C2)no1 (stereo not given)	103	-21	102	-3	96	1	98	3
Nc1ccc[n+](CC(=O)c2ccccc2)c1	113	-1	100	0	98	2	107	-3
COc1ccc(NC(=O)CSc2cn[nH]n2)cc1OC	104	-1	92	-3	119	0	96	-7
COC(=O)c1cc(-c2ccc(C)o2)nc2ccccc12	95	2	111	-10	99	1	101	-13
Cc1ccccc1-n1c(C)cc(/C=C(\C#N)C(=O)NCC2CCCO2)c1C (stereo not given)	94	-6	84	5	107	-9	101	-3
O=C(COC(=O)c1ccc(Br)o1)Nc1ccc(Br)cc1	93	.	97	-1	105	6	99	0
CN(C)CCNCc1ccccc1OC1CCCC1	116	6	111	-4	84	1	102	3
CC(C#N)Sc1nc2ccccc2c(=O)n1-c1ccccc1 (stereo not given)	97	-2	107	3	97	4	96	0
N#CCN1CCN(CC(=O)Nc2cccc3ccccc23)CC1	100	-16	101	0	96	4	97	-1
O=C(Nc1sc2c(c1C(=O)O)CCCC2)C(=O)N1CCOCC1	102	3	95	-2	114	2	97	-2
COc1ccc(-c2cc(C(F)F)n3ncc(C(=O)Nc4cccc(S(=O)(=O)N5CCOCC5)c4)c3n2)cc1	99	-18	110	5	90	5	103	15
Cc1[nH]c(=S)c(C#N)c(C)c1C(=O)Nc1ccccc1	104	-6	97	-16	106	12	98	-7
CN(C(=O)c1ccccc1F)C(c1ccccc1)c1ccccc1	100	0	87	-4	102	0	101	6
O=C(NC1CCCC1)C(c1ccncc1)N(C(=O)c1ccco1)c1ccc(F)c(Cl)c1 (stereo not given)	103	4	94	9	82	-2	102	-5
Cc1c(C(=O)N2CCN(C(=O)c3ccccc3)CC2)oc2ccc(F)cc12	114	.	111	-2	100	16	105	10
COc1ccccc1OCCn1cc(/C=N/NC(N)=S)c2ccccc21	97	-18	92	-14	108	69*	99	-18
CNc1cnn(-c2ccc(C)cc2)c(=O)c1Cl	103	-14	103	4	113	13	99	2
O=C(Cc1cccs1)N/N=C/c1ccc(OCc2ccccc2)cc1	97	6	96	4	109	2	97	0
Cc1ccc(C2=N/C(=C\c3cccs3)C(=O)N2Nc2ccccc2)cc1	89	3	108	3	100	1	92	11
Cc1ccc(N(CC(=O)Nc2ccc(Br)c(C)c2)S(=O)(=O)c2c(C)[nH]c(=O)[nH]c2=O)cc1	99	21	99	-5	112	6	99	-1
C=CCn1c(SCc2csc(C)n2)nc2scc(-c3ccc(C)o3)c2c1=O	102	-18	116	-5	131	1	98	-7
COc1ccc(/C=C(/NC(=O)c2ccc(C)cc2)C(=O)NCc2ccncc2)cc1	94	-2	104	-1	106	12	102	-4
Cc1nn(CC(=O)Nc2ccc3c(c2)nc(CN2CCCC2)n3C)c(=O)c2ccccc12	100	7	96	-10	90	0	100	10
Cc1cc(C)c(COc2ccc(/C=N/n3c(C)n[nH]c3=S)cc2)c(C)c1	93	0	85	-10	103	7	96	2
NC(=O)CC[C@@H]1NC(=O)[C@H](CO)NC(=O)c2cc([N+](=O)[O-])cc(I)c2OCC[C@@H](C(N)=O)NC1=O	95	-2	131	-4	95	2	101	6
O=[N+]([O-])C1=CC=C2C(=NC3(CCCCC3)N2O)C1=NC1CCCCC1	107	-1	103	6	121	0	102	-4
COCCNC(=O)COc1ccccc1Cl	95	-5	96	-2	91	4	95	4

# The results go on:
Molecule	MEP2 TOR yeast	JMJD2C inh	LAP4 TOR yeast	proCasp7 act	CR mimetic SO	AHR act	RPL19A TOR yeast	proCasp3 act
COc1ccccc1/C=N/N(C(C)=O)c1nc(-c2ccc(F)cc2)cs1	102	-5	90	4	100	56*	94	-2
COc1ccccc1NC(=O)CN(Cc1ccco1)C(=O)c1ccc(-n2nc(C)cc2C)cc1	109	-33	105	-7	84	-3	113	-17
COC(=O)Cc1ccc(NC(=S)N2CCN(c3ccc(F)cc3)CC2)cc1	104	-3	98	-11	i	0	99	-14
O=C(COc1ccc([N+](=O)[O-])cc1)N(C1CCCCC1)C1CCS(=O)(=O)C1 (stereo not given)	101	?	104	-9	99	-1	99	8
COc1ccc(C(=O)Nc2ccc(Cl)cc2C(=O)N2CCCC(C)C2)cc1OC (stereo not given)	93	3	87	3	107	-1	106	3
N/C(=N\OC(=O)/C=C/c1ccccc1)c1cccnc1	111	-22	102	13	84	26	107	-4
COc1ccc(-c2[nH]n(-c3ccc([N+](=O)[O-])cc3)c(=O)c2C=NCCN2CCNCC2)cc1	97	5	112	-1	98	2	100	-1
O=S(=O)(NCCCN1CCOCC1)c1ccc(F)c(Cl)c1	101	0	99	-7	90	0	100	15
Cc1ccccc1N1C(=O)C2C3C=CC(CC3)C2C1=O (stereo not given)	107	-7	94	7	100	-4	104	-4
CC(c1ccccc1)n1cnc2ccccc2c1=O (stereo not given)	110	4	98	-10	101	3	111	1
CC1(C)C(C=C(Cl)Cl)C1C(=O)N(Cc1cccc(Cl)c1)C1CCS(=O)(=O)C1 (stereo not given)	105	-6	105	11	109	5	101	5
O=C1NC[C@H](c2ccccc2)N(CCc2cccc3ccccc23)C1=O	104	7	92	2	99	4	96	2
CC[C@@]12C(=O)N(c3cccc(C)c3)C(=O)N1[C@H](c1ccc(Br)cc1)[C@@H]1C(=O)N(C(C)(C)C)C(=O)[C@@H]12	106	-3	96	-1	111	2	102	-10
Cc1ccccc1NC(=S)NC12CN3CN(CN(C3)C1)C2	104	-13	112	-8	86	1	97	0
O=[N+]([O-])c1ccccc1/C=N/N1CCN(c2ccncc2S(=O)(=O)N2CCCCC2)CC1	.	3	.	-7	101	13	.	-12
CC1CCCC(NC(=O)COC(=O)[C@@H](NC(=O)c2ccc(F)cc2)C(C)C)C1C (stereo not given in full)	100	-2	99	0	103	1	99	-2
Cc1ccccc1Nc1c([N+](=O)[O-])cncc1[N+](=O)[O-]	99	-9	84	4	105	1	100	5

# Assay outcomes from PubChem BioAssay.
